Screens (PubChem BioAssay)
CRFBP-R2 agonist = agonists of CRF-BP/CRF-R2 complex, primary screen, cell-based, HEK293, calcium dye fluorescence, uHTS. AID 588473, 2011. activation, % at 13.2 µM. calcium dye fluorescence (FLIPR); percent of saturating CRF peptide response. 0.46% of 350,000 active;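 active means activation of at least 50%, plus an integration ratio under a set limit after plate pattern correction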;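 further: plate controls were neutral control wells without compound for no effect and CRF at EC100 for full effect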
NS3 helicase inh = inhibitors of HCV NS3 helicase, primary screen, biochemical, Cy5 molecular beacon fluorescence. NS3 helicase DNA unwinding. inhibition, % at 10.9 µM. 0.56% of 290,000 active. AID 1800, 2009;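 active means inhibition above the mean of all tested compounds plus 3 SD, set per campaign, cut at about 35% in these data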;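 further: 0% = DMSO wells and 100% = thioflavine S control wells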
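Test system: hepatitis C virus NS3 helicase domain fragment enzyme. Also added: annealed dual-labelled DNA beacon duplex, ATP-started. Timing: 60 min unwinding reaction at 25 °C after ATP addition. Technique: Cy5 fluorescence. Measure: % inhibition of unwinding.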
CRFBP-R2 block = antagonists of CRF-BP/CRF-R2 complex, primary screen, cell-based, HEK293, calcium dye fluorescence, uHTS; CRF-induced calcium fluorescence; AID 588475, 2011; inhibition, % at 11.8 µM; 0.59% of 350,000 active;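 active means inhibition of the ligand-induced calcium signal above about 50% at the single tested concentration, limit read from the data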
SUMO HTRF inh = inhibitors of in vitro SUMOylation cascade, primary screen, biochemical, HTRF, uHTS. HTRF SUMOylation assay, SAE1/SAE2 + UBC9. 0.36% of 290,000 active. SUMO-conjugating enzyme UBC9 (Homo sapiens), P63279. inhibition, % at 35 µM; in the data active means inhibition above about 50%, passing the limit was not always enough; further: strong numbers were not always called active
Target sequence (P63279 whole entry, looked up): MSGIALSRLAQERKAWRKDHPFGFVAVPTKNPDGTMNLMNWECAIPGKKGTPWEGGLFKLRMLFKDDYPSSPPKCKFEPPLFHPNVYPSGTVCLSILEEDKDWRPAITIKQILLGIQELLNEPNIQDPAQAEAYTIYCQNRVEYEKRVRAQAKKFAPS
MEKK2 WT-MEK5 = modulators of MEK5 binding to wildtype MEKK2, primary screen, biochemical, multiplex bead flow cytometry, Alexa488-MEK5; Mitogen-activated protein kinase kinase kinase 2 (Homo sapiens), Q9Y2U5; binding response (% of control), % at 10 µM; 1.1% of 290,000 active; Alexa488-MEK5 binding to MEKK2 WT; actives lie on both sides; in the data active means binding response below about 67% or above about 130%
MEKK2mut PB1 HTS = MEK5 binding signal on mutant MEKK2 PB1, primary screen, biochemical, multiplex bead flow cytometry, Alexa488-MEK5; Alexa488-MEK5 binding to MEKK2 mutant; percent response, % at 10 µM; 0.35% of 290,000 active; in the data active means percent response above about 24%, passing the limit was not always enough; further: inactives centre near 1; some results filed as inactive read as strong as hits; reference of the scale not given here
FID counter = compounds displacing fluorescent DNA intercalator, primary screen, artefact control for HCV NS3 helicase inhibitor project, biochemical, FID fluorescence | DNA fluorescent intercalator displacement | inhibition, % at 7.9 µM | 0.17% of 290,000 active | AID 1845, 2009; in the data active means inhibition above about 37%;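 further: 0% = vehicle and 100% = reference compound; higher means more ethidium bromide displaced from hairpin DNA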
GalR3 antag = GalR3 antagonists in HEK293 cells, primary screen, cell-based, fluorescence readout. HEK293 GalR3-CNG cAMP membrane potential fluorescence; galR3 body fused to GalR1 C-terminus. inhibition, % at 3 µM. 0.44% of 360,000 active. AID 651719, 2012;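 active means inhibition above the screen-wide average plus 3 SD, cut at about 13% in these data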;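 further: forskolin and galanin both at EC90 stimulate the cells; cAMP rise reported by CNG channel membrane potential dye signal; 0% = forskolin plus galanin with DMSO and 100% = forskolin alone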
Target sequence (O60755 1-299 limits assumed): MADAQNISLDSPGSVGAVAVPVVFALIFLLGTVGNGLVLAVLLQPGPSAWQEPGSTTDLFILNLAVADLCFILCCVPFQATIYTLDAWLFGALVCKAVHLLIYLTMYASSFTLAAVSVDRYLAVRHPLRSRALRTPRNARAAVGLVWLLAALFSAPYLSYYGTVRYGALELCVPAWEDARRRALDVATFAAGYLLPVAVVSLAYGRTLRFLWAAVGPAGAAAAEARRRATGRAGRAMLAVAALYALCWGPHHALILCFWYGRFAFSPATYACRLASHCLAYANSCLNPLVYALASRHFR
MEKK3 PB1 HTS = modulators of MEKK3-MEK5 PB1 binding, primary screen, biochemical, wildtype MEKK3, multiplex bead flow cytometry, Alexa488-MEK5; bead-based flow cytometry, Alexa488-MEK5 binding to MEKK3; actives lie on both sides; 0 = blocked by unlabeled MEK5, 100 = vehicle; 1.4% of 290,000 active; Mitogen-activated protein kinase kinase kinase 3 (Homo sapiens), Q99759; binding response (% of control), % at 10 µM;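 active means binding response more than 3 SD above or below the average of its plate-row segment, actives on both sides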;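 further: Alexa488 bead fluorescence after subtracting the streptavidin-only scavenger bead signal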
Target sequence (Q99759 whole entry, looked up): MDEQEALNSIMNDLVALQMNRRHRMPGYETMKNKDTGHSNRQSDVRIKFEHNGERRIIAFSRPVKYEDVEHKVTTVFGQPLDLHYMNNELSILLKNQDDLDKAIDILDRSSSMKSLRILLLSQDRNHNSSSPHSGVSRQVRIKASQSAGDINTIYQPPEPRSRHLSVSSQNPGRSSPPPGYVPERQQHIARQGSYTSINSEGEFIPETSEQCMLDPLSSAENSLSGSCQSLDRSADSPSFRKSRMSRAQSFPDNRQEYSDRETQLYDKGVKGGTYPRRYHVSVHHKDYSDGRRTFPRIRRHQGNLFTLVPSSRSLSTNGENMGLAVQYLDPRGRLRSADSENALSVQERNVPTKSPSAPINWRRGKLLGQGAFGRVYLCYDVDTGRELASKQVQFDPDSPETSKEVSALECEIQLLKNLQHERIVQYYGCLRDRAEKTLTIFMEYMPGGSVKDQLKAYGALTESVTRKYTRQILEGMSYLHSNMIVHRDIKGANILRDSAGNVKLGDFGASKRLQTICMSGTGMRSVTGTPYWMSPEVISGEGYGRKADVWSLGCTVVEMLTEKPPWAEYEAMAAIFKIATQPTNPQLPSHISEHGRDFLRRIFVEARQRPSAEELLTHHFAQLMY
* = called active by the depositor; / = no result given. Only part of the results is shown; the hit share may differ from the screen's.

SMILES	CRFBP-R2 agonist	NS3 helicase inh	CRFBP-R2 block	SUMO HTRF inh	MEKK2 WT-MEK5	MEKK2mut PB1 HTS	FID counter	GalR3 antag	MEKK3 PB1 HTS
COc1cc(NC(=O)c2ccc3nsnc3c2)cc(OC)c1OC	-1.7	-4	1	4	98	-2	-15	-4	101
O=C(CCc1nnc(Cc2ccc(-c3ccccc3)cc2)o1)N1CCCC1	-1.0	4	6	18	102	-1	-31	-7	102
Cc1ccc(-n2nc(C)c(/C=N/NC(=O)c3cccnc3)c2Cl)cc1	-0.1	-2	-1	21	96	-2	-32	-5	99
CN(C)NC(=S)Nc1cccc(C(F)(F)F)c1	0.4	-1	3	11	102	-4	-1	-5	101
Cc1cccc(C(=O)Oc2ccccc2-c2nnco2)c1	-3.2	16	0	3	104	5	-17	-3	102
CN(C)c1nc(OCCNC(=O)COc2ccc(Cl)cc2Cl)nc(N2CCOCC2)n1	-2.0	3	0	2	98	-1	-12	-1	102
CCC1Sc2ccc(S(=O)(=O)CCC(=O)Nc3ccccc3Br)cc2NC1=O (stereo not drawn)	-0.9	1	-22	12	100	-2	-30	-4	93
CCOC(=O)c1ccc(NC(=O)CSc2nc(C)nc3c2c(=O)n(C)c(=O)n3C)cc1	-1.4	-2	6	-3	105	8	2	/	103
COc1ccc(CN(C)C(=O)CNC(=O)Cc2cccc3ccccc23)c(OC)c1OC	0.9	0	-10	-1	97	-10	-57	-4	93
O=C(Nc1cc2nn(-c3ccccc3)nc2cc1Cl)c1ccco1	-1.9	4	-5	38	113	21	-3	1	108
Nc1[nH]nc2nc(NCc3ccccc3)c3c(c12)CCN(Cc1ccccc1)C3	-6.4	-23	-26	15	/	/	10	-1	/
Cc1oncc1C(=S)Nc1ccccc1	-0.9	-7	-7	12	100	0	0	-1	99
C/C(=C\C(=O)c1ccc(F)cc1)Nc1ccc(N2CCOCC2)cc1	2.8	6	-40	-1	101	1	-8	-2	97
CCOC(=O)c1c(S(=O)(=O)NCC(=O)Nc2ccccc2F)c(C)n(C)c1C	-0.9	-1	-5	/	99	3	-18	-7	99
c1ccc2c(c1)ccc1nnc(-c3ccc4c(c3)OCO4)n12	0.2	1	-11	17	101	2	-12	-4	104
Cc1nc(NCCc2ccccc2F)c(C#N)c(C)c1[N+](=O)[O-]	1.3	-2	-7	-15	104	0	-2	1	107
O=C(NCc1nc(-c2ccccc2)no1)Nc1ccc(F)cc1	-0.8	-12	-11	11	98	-5	6	-6	97
CC1(C)C(=O)OC(c2ccc([N+](=O)[O-])cc2)C(C)(C)C1=O (stereo not drawn)	2.4	9	-2	-8	101	4	1	-7	103
O=C(N[C@H](CO)[C@H](O)c1ccc([N+](=O)[O-])cc1)C(Cl)Cl	0.7	/	4	/	102	1	/	-6	97
O=C(NNC(=O)C1CCCCC1)c1ccco1	-1.7	4	1	8	96	-4	-3	-1	98
COc1ccc(C2CC(c3ccccc3)=NN2C(=O)COC(=O)C2(C)CC2(Cl)Cl)cc1 (stereo not drawn)	-2.1	-16	19	-12	80	-14	-27	-4	87
O=C(CN1C(=O)CCC1=O)Nc1ccc2c3c(cccc13)CC2	0.2	7	1	12	99	1	-4	0	99
Clc1ccc(OCCn2cnc3ccccc32)cc1	-0.1	1	12	-10	104	4	-8	-3	104
Cc1ccc([N+](=O)[O-])c(C(=O)N/N=C/c2cccnc2)c1	-0.4	-5	-3	34	105	-1	-5	-5	99

5 of the compounds above, bar-delimited.
canonical_smiles | CRFBP-R2 agonist | NS3 helicase inh | CRFBP-R2 block | SUMO HTRF inh | MEKK2 WT-MEK5 | MEKK2mut PB1 HTS | FID counter | GalR3 antag | MEKK3 PB1 HTS
C/C(=C\C(=O)c1ccc(F)cc1)Nc1ccc(N2CCOCC2)cc1 | 2.8 | 6 | -40 | -1 | 101 | 1 | -8 | -2 | 97
CCOC(=O)c1c(S(=O)(=O)NCC(=O)Nc2ccccc2F)c(C)n(C)c1C | -0.9 | -1 | -5 | / | 99 | 3 | -18 | -7 | 99
c1ccc2c(c1)ccc1nnc(-c3ccc4c(c3)OCO4)n12 | 0.2 | 1 | -11 | 17 | 101 | 2 | -12 | -4 | 104
Cc1nc(NCCc2ccccc2F)c(C#N)c(C)c1[N+](=O)[O-] | 1.3 | -2 | -7 | -15 | 104 | 0 | -2 | 1 | 107
O=C(NCc1nc(-c2ccccc2)no1)Nc1ccc(F)cc1 | -0.8 | -12 | -11 | 11 | 98 | -5 | 6 | -6 | 97

Later entries.
SMILES	CRFBP-R2 agonist	NS3 helicase inh	CRFBP-R2 block	SUMO HTRF inh	MEKK2 WT-MEK5	MEKK2mut PB1 HTS	FID counter	GalR3 antag	MEKK3 PB1 HTS
COc1cc(/C=C/C(=O)OCC(=O)Nc2cc(S(=O)(=O)N3CCCCC3)ccc2C)ccc1O	0.2	-6	10	14	99	-1	-21	2	100
CCOc1cc(/C=C2\CN(C)C/C(=C\c3ccc(O)c(OCC)c3)C2=O)ccc1O	-6.9	-28	-28	10	99	7	2	-7	98
CCn1c(O)c2ccc(C(=O)N=NC(=O)c3cccnc3)cc2c1O	-1.5	2	-14	-10	103	8	-3	-6	101
O=C1CN(C(=O)c2ccccc2F)C(c2ccccc2)c2cc(Cl)ccc2N1 (stereo not drawn)	-0.7	-6	0	12	97	-1	-33	-8	98
COC(=O)CN1C(=O)N/C(=C/c2cc(OC)c(OC)cc2C)C1=O	-0.6	-2	-10	-6	97	-3	-7	-3	95
C=CCn1c(SCc2ccc(C(=O)NCCO)cc2)nc2sc(C)c(C)c2c1=O	-0.4	6	3	-3	114	10	-12	3	108
O=C(COc1ccc([N+](=O)[O-])cc1)NCc1ccncc1	2.2	-3	-29	1	100	0	1	0	102
Cc1ccc(C(=O)c2sc3nsc(C)c3c2N)cc1	0.8	-4	-2	11	102	12	2	1	103
CCNC(=S)N1CCCC(c2nc3ccc(C)cc3[nH]2)C1 (stereo not drawn)	0.8	0	3	-5	98	-5	-1	3	105
CCn1c(C)nc2cc(C(=O)N/N=C/c3ccc(OC)c(O)c3)ccc21	0.4	3	18	13	97	-1	-13	-1	97
CCOC(=O)C1=NN(c2ccc(C)cc2)C2(S1)SC(C(C)=O)=C(C)N2c1ccccc1 (stereo not drawn)	-0.8	-13	-15	-10	99	-1	3	-4	104
O=C(CN1CCOCC1)Nc1ncc(Br)cc1Br	-1.5	-3	-2	8	111	10	-5	2	106
COc1cccc(NC(=O)Nc2ccc3c(c2)nc(C)n3C)c1	-1.7	-1	-1	10	94	-7	7	-3	98
Cc1occc1C(=O)NNC1=CC(=O)CC(C)(C)C1	-5.3	0	24	6	102	-2	-5	-4	103
N#CCCn1c(SCC(=O)NCCc2ccc(F)cc2)nc2ccccc21	0.3	-1	-22	17	107	5	-13	0	101
CCOC(=O)C1CCCN(CC(=O)Nc2c(C(=O)OC)[nH]c3ccc(Cl)cc23)C1 (stereo not drawn)	-0.4	-2	3	-7	100	5	-18	-4	99
Cn1c(SCC(=O)Nc2ccc(Cl)cc2)nc(O)cc1=O	-0.7	20	4	7	108	10	-5	-3	114
CCOC(=O)c1cnc2c(N=Nc3ccccc3)c(N)nn2c1N	1.3	3	-3	37	101	1	2	-2	97
CC(=O)Nc1ccc(NC(=O)[C@@H](NC(=O)N2C[C@H]3C[C@@H](C2)c2cccc(=O)n2C3)C(C)C)cc1	0.1	9	-7	2	107	4	-6	0	100
O=C(Cc1ccccc1)N/N=C/c1ccccc1Cl	1.5	5	-20	14	100	5	-9	-3	99
CCn1cc(C(=O)NCC(=O)NC(C)(C)CO)c(=O)c2cc3c(cc21)OCO3	0.7	27	5	5	101	1	-10	-10	101
O=C(Nc1ccc(-c2csc(Nc3cccc(C(F)(F)F)c3)n2)cc1)c1cc([N+](=O)[O-])cc(C(F)(F)F)c1	0.7	/	-2	0	83	1	/	-2	92
Cc1cc[n+](CC(=O)Nc2nc3ccccc3s2)cc1	-0.3	-9	18	12	91	-4	2	-5	88
COc1ccccc1C(c1nnnn1CS(=O)(=O)c1ccc(C)cc1)N1CCSCC1 (stereo not drawn)	0.6	18	26	6	87	-6	6	-1	83
O=C(Oc1ccccc1/C=C\C(=O)c1cc2ccccc2o1)c1cccc(F)c1	-1.2	5	2	7	90	-8	10	-2	102
COc1ccccc1C1=Nn2c(COc3ccccc3)nnc2SC1	/	1	/	15	94	-1	-28	/	99
COc1ccc(OC)c(NC(=O)CN(C)CC(=O)Nc2ccccc2Cl)c1	-3.6	3	12	18	109	4	-31	-5	104
CCOC(=O)c1sc(NCC2CCCO2)nc1C (stereo not drawn)	0.1	8	6	8	102	4	-7	-3	104
COc1ccc(/C=N/OC/C(O)=C(\C#N)c2nc3ccccc3[nH]2)cc1	-3.5	6	12	35	97	0	-1	-2	97
Cc1c(C(=O)OCC(=O)NC(C)c2ccccc2)oc2ccccc12 (stereo not drawn)	-1.9	-9	2	8	102	4	-26	2	101
O=C(NC1CC1)C1=C[C@@H](c2ccc(C(F)(F)F)cc2)C[C@@H](OCc2ccc(CO)cc2)O1	-0.3	/	-3	/	104	1	/	-4	105
NS(=O)(=O)c1ccc2ccccc2c1	1.8	-4	-19	28	97	-4	-3	4	99
Cn1nc(N)nc1N1CCN(c2ccc(F)cc2)CC1	0.0	-3	-2	3	98	-1	1	-7	103
NS(=O)(=O)c1cc(C(=O)OCC(=O)Nc2ccc(N3CCCCC3)cc2)ccc1Cl	0.8	10	-4	1	99	7	-3	-2	103
CC1CCN(C(=O)CN(c2ccc3c(c2)OCCO3)S(=O)(=O)c2ccccc2)CC1	-0.3	3	-16	20	100	-4	-30	-8	98
Cc1ccc(NC(=O)CC2Oc3ccc(C)cc3NC2=O)cc1 (stereo not drawn)	-4.3	-6	22	2	98	1	-2	7	99
CSc1ccccc1-c1nnc(-c2ccc(C)cc2)o1	-1.8	10	17	9	100	18	-17	-2	101
O=C(Nc1ccccc1-c1ccccc1)C1CCCN(c2ncccn2)C1 (stereo not drawn)	8.6	-1	-16	27	104	4	0	-4	103
CCCc1nc2sc3c(c2c(=O)[nH]1)CCCC3	-1.3	-6	-31	1	97	-3	-2	-2	102
CN(C)S(=O)(=O)c1ccc(C(=O)NCC(=O)N/N=C/c2ccccc2Cl)cc1	0.6	-5	-11	18	80	-2	-19	-4	69
Cc1ccc(/C=C/C(=O)N2CCN(c3cccc(C(F)(F)F)c3)CC2)cc1	-1.1	-2	-32	4	115	15	-7	0	105
Cc1nc(NC(=O)COc2ccc(Cl)cc2)sc1C(=O)N(C)C	/	-6	/	16	109	0	-15	-2	107
O=C(NCCN1CCOCC1)C1CCC(=O)N1Cc1ccccc1Cl (stereo not drawn)	0.7	-7	-6	-2	100	-4	-4	-2	100
CCN(CC)S(=O)(=O)c1cc(C(=O)O)ccc1OC	3.0	12	4	2	78	-25	-1	-6	88
CC(C)(C)C(=O)N1CCN(c2nc3ccc(Br)cc3s2)CC1	-0.6	-4	-2	12	106	3	-43	-13	103
